# F508del corr: CFTR F508del correction in bronchial cells | activity (quench increase), % at 7.58 µM | 0.36% of 350,000 active | AID 720511 | CFBE cells, YFP halide quenching; stimulated with forskolin plus potentiator P3; % fluorescence drop versus neutral controls;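 active = mean added fluorescence quench of at least 8% versus neutral control, with both replicates also reaching 8%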;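 note: cells transiently co-express mutant CFTR-F508del with the halide-sensitive YFP; corrector assay measuring rescue of mutant channel to the surface after 24 h compound exposure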
# FN deposit inh: fibronectin deposition inhibition; AH1F fibroblasts, Alexa488-fibronectin deposition fluorescence, overnight; inhibition, % at 12.6 µM; 0.086% of 350,000 active;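 active = mean inhibition across replicates of 30% or more, regardless of how many single replicates reach that level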;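 note: positive control wells lacked labelled fibronectin entirely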
#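 material = AH1F fibroblast monolayer depositing Alexa488-labelled fibronectin into matrix | amount = 10000 AH1F cells/well | buffer or medium = DMEM plus 2% serum, read in PBS | incubation = 1 h cell adhesion before compound, then overnight fibronectin incubation | detection = fluorescence at 485 nm excitation, 525 nm emission | evaluation = percent inhibition as loss of matrix-bound fibronectin fluorescence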
# PglD DTNB: PglD (C. jejuni) enzyme inhibition | purified PglD enzyme, DTNB colorimetric CoA detection | inhibition, % at 12.5 µM | 0.098% of 360,000 active | AID 602405; in the data active = inhibition above about 16%, passing the limit was not always enough; note: strong numbers were not always called active
# miR-122 sensor: inhibitors of miR-122 in Huh7 cells | Huh7 miR-122 Renilla luciferase sensor, 48 h; neutral wells = 0, positive control = 100 | 0.3% of 340,000 active | activation (reporter increase), % at 12.5 µM | AID 602342;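 active = mean replicate activation score at least 90 and every replicate individually at or above 90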;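 note: higher luciferase means less miR-122 activity so hits act as miR-122 inhibitors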
# GSIS activator: GLuc luminescence reporter in INS-1E cells, primary screen for activators of glucose-dependent secretion of insulin; INS-1E GLuc reporter insulin secretion, 2-3 h; 0.61% of 370,000 active; AID 743287; activation, % at 16.6 µM;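 active = lowest replicate activation of at least 40%, so every replicate reaches that level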;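 note: 0% = median of neutral control wells and 100% = median of IBMX positive control wells; some compounds called inactive have numbers as strong as hits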
# PGC1a acetyl inh: lowers PGC1a acetylation signal in U2OS cells. AlphaScreen anti-acetyl-lysine; with virally co-expressed GCN5 acetyltransferase. 0.17% of 350,000 active. inhibition, % at 15.6 µM;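 active = every replicate shows inhibition of at least 40%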;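 note: 0% = neutral control wells and 100% = positive control wells; some results beyond the cut were filed as inactive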
# Cneo AK release: causes C. neoformans cell lysis. adenylate kinase release luminescence, 4 h; normalised: neutral wells 0, clomiphene wells 100. 0.2% of 360,000 active. lysis activity, % at 15 µM;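 active = mean lysis activity across replicates of at least 80%, whatever share of replicates individually reach that level; inactive = mean lysis activity below 80%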
#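 Assay system: Cryptococcus neoformans yeast cells / Dosing: single-point compound dose / Timing: 4 h at 37 °C static, read 1 h later / Measured by: luminescence of released adenylate kinase using an AK detection reagent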
# Statin myotox sup: suppression of simvastatin myotoxicity; C2C12 myotubes + simvastatin, ATP luminescence, 48 h; scaled: DMSO 0, geranylgeraniol control 100; rescue of ATP level, % at 7.49 µM; 0.78% of 330,000 active; AID 602340;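 active = mean ATP rescue above about 67%, or every replicate alone reaching that limit, limit read from the data, passing the limit was not always enough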;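 note: myotubes were challenged with 10 µM simvastatin during compound exposure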
# An asterisk follows results filed as active; · = no result given; & = joins results of further samples; [ ] = remark or other dose.
SMILES,F508del corr,FN deposit inh,PglD DTNB,miR-122 sensor,GSIS activator,PGC1a acetyl inh,Cneo AK release,Statin myotox sup
Cc1ccc(S(=O)(=O)Nc2ccc3c(c2)CC(=O)N([C@H](C)CO)C[C@@H](C)[C@H](CN(C)S(=O)(=O)c2ccccc2)O3)cc1,-1.8,1&-6,-3,-9,-2&-11,·,2,7
CCOc1ccc(CCNc2nc3ccccc3n3cnnc23)cc1OCC,-0.2,4,-1,5,37,-10,0,-4
CCC1(CC)NC(=O)N(CC(=O)Nc2ccc(OCc3ccccc3)cc2)C1=O,-0.4,-5,-1,0,-10,6,0,6
CN(C(=O)c1cccnc1)c1nc(-c2ccccc2)cs1,·,4,-2,-13,·,5,1,3
CN1CCc2nc(SCC(=O)Nc3ccc(Cl)cc3)c(C#N)cc2C1,·,·,1,-8,·,-1,-3,7
C=CCOc1ccc(/C=N/NC(=O)c2c(C)nc3ccc(Cl)cn23)cc1,-2.1,-7,-9,·,-3,·,-1,-7
C[C@H]1CN([C@@H](C)CO)C(=O)Cc2cc(NC(=O)Nc3ccc4c(c3)OCO4)ccc2O[C@H]1CN(C)C(=O)Nc1cccc2ccccc12,1.4,-5,2,1[16.7 µM],-7,9,-1,25
C[C@@H]1CCCCO[C@H](CN(C)S(=O)(=O)c2ccc(Cl)cc2)[C@H](C)CN([C@H](C)CO)C(=O)c2cc(NC(=O)Cc3ccccc3)ccc2O1,-4.4,·,3,-6[16.7 µM],-40,-1,-2,·
CN(C)S(=O)(=O)c1cccc(NC(=S)Nc2cccc3cnccc23)c1,0.3,·,·,-1,-20,22,·,·
C=CCn1c(CCc2ccccc2)nnc1SCC(N)=O,1.6,7,5,·,17,·,1,-2
CCCn1cnc2cc(NCc3cccc(OC)c3)ccc21,-0.7,·,-3,-1,-12,3,1,-1
CN=C1S/C(=C\c2c(OC)cc(OC)cc2OC)C(=O)N1C,-3.4,5,2,-4,-8,3,-4,-15
CCOC(=O)N1CCN(CC(O)COc2ccccc2[N+](=O)[O-])CC1 (stereo not drawn),-1.4,-4,-2,-4,3,0,0,6
Cc1ccc(CN2CCN(C(=O)C3CCCO3)CC2)cc1 (stereo not drawn),·,3,·,-4,22,-2,3,1
CCOC(=O)c1sc(-c2ccc(OC)cc2)cc1N,·,·,-4,6,·,9,-6,-11

# Reprinted at random: five compounds from above
SMILES,F508del corr,FN deposit inh,PglD DTNB,miR-122 sensor,GSIS activator,PGC1a acetyl inh,Cneo AK release,Statin myotox sup
C[C@@H]1CCCCO[C@H](CN(C)S(=O)(=O)c2ccc(Cl)cc2)[C@H](C)CN([C@H](C)CO)C(=O)c2cc(NC(=O)Cc3ccccc3)ccc2O1,-4.4,·,3,-6[16.7 µM],-40,-1,-2,·
CCCn1cnc2cc(NCc3cccc(OC)c3)ccc21,-0.7,·,-3,-1,-12,3,1,-1
Cc1ccc(CN2CCN(C(=O)C3CCCO3)CC2)cc1 (stereo not drawn),·,3,·,-4,22,-2,3,1
Cc1ccc(S(=O)(=O)Nc2ccc3c(c2)CC(=O)N([C@H](C)CO)C[C@@H](C)[C@H](CN(C)S(=O)(=O)c2ccccc2)O3)cc1,-1.8,1&-6,-3,-9,-2&-11,·,2,7
C[C@H]1CN([C@@H](C)CO)C(=O)Cc2cc(NC(=O)Nc3ccc4c(c3)OCO4)ccc2O[C@H]1CN(C)C(=O)Nc1cccc2ccccc12,1.4,-5,2,1[16.7 µM],-7,9,-1,25

# (further entries)
SMILES,F508del corr,FN deposit inh,PglD DTNB,miR-122 sensor,GSIS activator,PGC1a acetyl inh,Cneo AK release,Statin myotox sup
COc1ccc(-c2[nH]c(-c3ccccc3)nc2SCC(=O)NCc2ccco2)cc1OC,0.7,-3,0,-2,·,-10,1,-10
COC(=O)c1ccc(NC(=O)CCN2C(=O)C3CC=CCC3C2=O)cc1 (stereo not drawn),-1.3,9,-4,0,21,1,7,-7
CCNC(=O)[C@H]1[C@H](CO)[C@H]2Cn3c(cccc3=O)[C@H]2N1Cc1cccc(F)c1,1.2,·,3,-1[16.7 µM],19,·,-2,-7
CC(C)(C)c1ccc(C(=O)NC(=O)COC(=O)c2ccco2)cc1,-11,·,1,-1,-4,-3,·,5
Cc1ccc(N(O)C(C)(C)C)cc1,-2.2,2,·,-3,-8,-5,·,·
CNC[C@H]1Oc2ccc(NC(=O)Nc3ccc(C(F)(F)F)cc3)cc2CC(=O)N([C@@H](C)CO)C[C@H]1C,1.2,-19,6,-13[16.7 µM],3,9,3,-28
Cc1cc(NC(=O)CSc2nnc(C(F)(F)F)n2C)no1,0.6,0,1,·,6,·,1,-3
CC(NC(=O)[C@H](C)N1C(=O)N2CCc3c([nH]c4ccccc34)[C@@]2(C)C1=O)c1ccccc1 (stereo partly drawn),-3.6,·,-2,-5,-6,-16,0,1
CS(=O)(=O)N1Cc2ccccc2CC1C(=O)OCC(=O)Nc1ccc2ccccc2c1 (stereo not drawn),·,-4,3,1,·,·,-3,·
Cc1cccc(C)c1NC(=O)CSC(=O)c1sc2ccccc2c1Cl,2.2,-6,·,·,8,-9,·,·
Cc1cccc(NC(=O)COc2ccccc2C(=O)NC(C)c2ccccc2)c1 (stereo not drawn),·,·,3,1,·,-5,-3,-17
O=C1CSC(c2cccc(F)c2)N1c1ccc(O)cc1 (stereo not drawn),·,·,-2,-2,10,-3,-2,-4
COc1ccc(C(C(=O)NC2CCCC2)N(C(=O)c2snc(-c3ccc(F)cc3)c2N)c2ccc(OC)cc2)cc1 (stereo not drawn),·,-5,-3,6,·,-14,12,11
O=C(Nc1sc2c(c1C(=O)O)CCC2)c1ccco1,·,-3,-5,123*,4,9,·,-10
CC(C)CCN1CCN(Cc2cnc(N3CCCC3)s2)CC1CCO (stereo not drawn),2.2,-2,0,-4,11,·,1,-2
CCCn1c(SCC(=O)Nc2nonc2C)nnc1-c1ccoc1C,·,·,0,-1,·,0,0,7
CC1=N/C(=C/c2cc(Br)cc(Br)c2O)C(=O)O1,0.6,1,3,-7,-6,9,1,2
CCOCCc1nnc(NC(=O)CN2C(=O)c3ccccc3C2=O)s1,·,-2,-4,3,·,4,-1,7
O=C(C1CC1)N1CC2(C1)[C@@H](c1ccccc1)[C@@H](CO)N2Cc1ccccc1F,1.5,-19,·,·,-13,5,·,·
Cc1ccc(S(=O)(=O)N/N=C\c2ccccc2OCc2ccccc2)cc1,·,2,-4,·,-27,9,-1,10
COc1ccc(C(=O)CC(C(=O)O)c2ccc3c(c2)OCO3)cc1OC (stereo not drawn),2.2,-5,0,-2,33,·,0,3
C=CCN1C(=O)C(=Cc2ccc3c(c2)CCC3)SC1=S,-0.7,3,0,·,·,·,1,·
Cc1nn(CC(=O)Nc2ccccc2)c(=O)c2ccccc12,·,0,-4,2,·,10,-1,1
COC(=O)[C@H](Cc1c[nH]c2ccccc12)NC(=O)CCCc1c[nH]c2ccccc12,0.6,8,0,·,-20,1,-2,3
COc1cccc(C(=O)Nc2ccc3c(c2)OC[C@@H](C)N(C(=O)C2CCOCC2)C[C@@H](C)[C@H](OC)CN(C)C3=O)c1,0.2,-6,-1,·,3,-4,-2,3
COc1ccc(NS(=O)(=O)c2cccc(NC(=O)NC3CCCCC3)c2)cc1,-1.2,-8,-7,61,-37,·,1,·
COC(=O)c1ccc(Cl)c(NC(=O)CSc2nnc(-c3ccncc3)o2)c1,2.0,1,1,4,3,4,0,1
O=C(COC(=O)/C=C/c1ccc(F)cc1)NC(=O)NCc1ccccc1,-4.2,15,-1,1,10,-1,1,-4
Cc1cc(N/N=C2\CC(C)CC(C)(C)C2)nc2ccccc12 (stereo not drawn),0.1,-17,·,8,2,·,·,-5
C[C@H]1CN([C@@H](C)CO)S(=O)(=O)c2ccc(Br)cc2O[C@@H]1CN(C)CC1CCOCC1,0.8,·,0,3[16.7 µM],-1,-13,-2,-15
COc1ccc(S(=O)(=O)N(C)C[C@@H]2Oc3cc(C#CC4CCCC4)ccc3S(=O)(=O)N([C@@H](C)CO)C[C@H]2C)cc1,3.3,-17,0,12[16.7 µM],0,-13,2,-130
O=C(Nc1ccc2c(c1)OCCO2)c1ccc(Br)cc1,1.3,-2,6,·,-1,·,-4,-11
Cc1ccc(C(=O)N2CCCC2(C)C(=O)NCC(C)C)cc1F (stereo not drawn),3.4,-6,-1,-4,12,3,-3,-5
CC(C)NC(=O)N(C)C[C@H]1Oc2ccc(NC(=O)NC3CCCCC3)cc2C(=O)N([C@@H](C)CO)C[C@@H]1C,-2.5,·,2,-6[16.7 µM],9,7,1,8
COC(=O)c1sc(NC(=O)c2ccc([N+](=O)[O-])o2)c(C#N)c1C,-5.6,-6,·,-4,-64,·,·,20
Cc1ccc(NC(=O)N2CCc3ccccc3C2)c(C)c1,1.6,-2,-1,-2,2,-2,-1,·
COc1ccc(CCNC(=O)c2ccc(COc3ccccc3OC)o2)cc1,-4.3,-3,-2,·,7,·,1,21
O=C(CCNS(=O)(=O)c1ccc2c(c1)CCC(=O)N2)Nc1ccc2c(c1)OCCO2,·,-7,-4,-6,·,10,0,0
O=C(NCc1ccc(F)cc1)c1cc(C2CCCN(C(=O)c3ccc4c(c3)CCO4)C2)on1 (stereo not drawn),1.7,0,0,-6,-6,2,1,-8
COc1cccc(CNC(=O)c2nnn(CC(=O)Nc3cc(Cl)ccc3C)c2N)c1,1.9,7,-3,·,-2,·,-10,17
CCC(C)[C@H](NC(=O)[C@@H]1CSC2c3ccccc3C(=O)N21)C(=O)NCC1CCCO1 (stereo partly drawn),-2.2,-5,-2,-1,-14,1,-1,-3
C/C=C/c1ccc2c(c1)O[C@@H](CN(C)C(=O)c1ccccn1)[C@H](C)CN([C@@H](C)CO)S2(=O)=O,-2.2,·,1,0[16.7 µM],3,-1,-2,2
COc1ccc(C(C)(O)c2nc(-c3cccc(F)c3)cs2)cc1 (stereo not drawn),-1.1,10,-3,16,·,-10,-4,-21
COCCNC(=O)C1CCCN(Cc2cccc(C#N)c2)CC1 (stereo not drawn),2.4,-2,4,-7,2,6,0,0
CCN(CC)CCSC(=O)C(c1ccccc1)c1ccccc1,-1.9,3,2,-3,-1,25,5,-11
CN(C)CCCn1c(SCC(=O)Nc2nc(-c3cccc(Br)c3)cs2)nc2ccccc2c1=O,-4.2,-8,0,-11,7,-16,2,-4
C[C@H]1CN([C@@H](C)CO)C(=O)c2cc(C#CC3(O)CCCC3)cnc2O[C@H]1CN(C)S(=O)(=O)c1ccc(F)cc1,-1.0,·,-2,0[16.7 µM],0,-14,-3,34
CCOc1ccc(N2CC(C(=O)Nc3nnc(Cc4ccc(OC)c(OC)c4)s3)CC2=O)cc1 (stereo not drawn),1.3,10,0,-8,25,0,-3,25
COc1ccc(Nc2nc(C)nc3c2nnn3Cc2ccccc2Cl)c(OC)c1,-0.6,-10,-2,-3,23,-3,-1,3
COc1ccc(NC(=O)c2cc(-c3ccco3)on2)cc1,0.4,-1,7,0,·,-9,-1,·
CC(C)c1nnc(NC(=O)c2nc(S(=O)(=O)Cc3ccc(F)cc3)ncc2Cl)s1,1.6,-1,-4,9,12,·,-1,-70
CCOc1ccc(N(CC(=O)Nc2ccc(C)c(Cl)c2)S(C)(=O)=O)cc1,1.2,-8,-2,-1,-15,·,0,10
CCN(C(=O)COC(=O)C1=COCCO1)c1c(N)n(Cc2ccccc2)c(=O)[nH]c1=O,1.9,4,-6,-3,16,-1,0,-6
O=C(c1cc2ccccc2oc1=O)N1CCN(S(=O)(=O)c2ccccc2)CC1,-2.1,-1,6,-5,16,2,-1,·
S=c1[nH]nc(-c2cccs2)n1C1CCCCC1,-5.5,-5,2,-2,·,0,3,·
O=C1CCC(CCc2nc3ccccc3[nH]2)(c2ccccc2)C(=O)N1 (stereo not drawn),11*,·,-1,-1,27,-3,-1,1

# Rows are unselected, and some 2.1% of all compounds hit somewhere here.
